Assay outcomes deposited in PubChem BioAssay by National Center for Advancing Translational Sciences (NCATS).
GAA spleen mod: inhibits or activates alpha-glucosidase in human spleen homogenate; AID 2112; P10253; human spleen homogenate, 4-MU-alpha-glucoside fluorescence; actives 0.006% (n = 240,000); Potency, µM (titrated, usually from 79.9 µM), for the others: at the top dose activity change, negative = inhibition, usual class: inhibitors;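 also: potency is read from the fitted curve at half-maximal effect; 0% = enzyme with vehicle and -100% = no enzyme basal signal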
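AC50 values come from Hill-equation fits of concentration-response data, normalized to no-enzyme and full-activity controls. Enzyme source: 1 ug human spleen homogenate; 1 mM fluorogenic 4-MU glucoside, pH 5.0 citrate buffer, 37 C, 40 min.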
HttQ103 aggreg: reduces HttQ103-GFP aggregates in PC12 cells; PC12 HttQ103-GFP aggregates, Acumen cytometry, 40 h; Potency, µM (titrated, usually from 46.1 µM), inactives show at the top dose activity change, negative = inhibition, hits mostly inhibitors; actives 1.1% (n = 220,000); AID 1688; also: potency is read from the fitted curve at half-maximal effect; % is scaled to controls: 0 for no effect and ±100 for the full control effect; nearly all actives have a fitted effect of over 60% in size
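Aggregates are detected as GFP objects 1–25 µm with signal 6 STDEV over background in lysates of induced PC12 cells. These carry Huntingtin exon 1 with 103 glutamines fused to GFP under an ecdysone promoter; compounds titrated.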
HTT ATP protect: cytoprotection in Huntington HTT-Q103 PC12 cell model; PC12 HTT-Q103 induced, cytoprotection, ATP luminescence, 40 h; Potency, µM (series often up to 56.4 µM), for inactives: cytoprotection (ATP increase), most hits filed as activators; actives 0.14% (n = 230,000); AID 1471;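 also: potency is read from the fitted curve at half-maximal effect; % of control where 0% means no effect; nearly all actives have a fitted effect of over 45% in size; toxic huntingtin expression switched on by the ecdysone agonist tebufenozide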
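Compounds were screened for protection of PC12 cells against cell death after tebufenozide induction (100 nM final) of mutant Huntingtin exon 1 (Q103) fused to GFP.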
LMNA splice mod: modulators of lamin A splicing. HeLa LMNA splicing GFP/RFP minigene ratio, 48 h. Potency, µM (series often up to 46.1 µM), for inactives: at the top dose ratio change, negative = inhibition, actives largely listed as inhibitors. actives 0.01% (n = 200,000). AID 1487; active = well fitted inhibition curve with a large enough effect in the signal ratio, with a control signal flat, not every such curve was filed as active; inconclusive = small, poorly fitted or top-dose-only effect, or effect the other way, or a change in a side signal; the % refers to the signal ratio; also: potency is read from the fitted curve at half-maximal effect; % is scaled to controls: 0 for no effect and ±100 for the full control effect
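Read-out is the ratio of GFP to DsRed2 object intensity, acquired by 488 nm laser-scanning cytometry on HeLa lamin A-EGFP minigene reporter cells. Compound incubation 48 hrs at 37 °C in Opti-MEM with 2% FBS; DMSO 0.5% final.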
GAA inhib: alpha-glucosidase (human) inhibition; actives 0.005% (n = 200,000); purified human GAA, 4-MU-alpha-glucoside fluorescence; P10253; Potency, µM (highest dose often 76.9 µM), for inactives: at the top dose activity change, negative = inhibition, hits mostly inhibitors; AID 1466;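 also: potency is read from the fitted curve at half-maximal effect; plate controls were uninhibited enzyme wells for no effect and no-enzyme background for full effect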
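Enzyme (4 nM final) mixed with compound (up to 77 uM), then 4-MU-alpha-D-pyranoside (400 uM final) added; 20 min at room temperature, pH 5.0. Reaction stopped at pH 10, fluorescence read, AC50 derived by Hill fit.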
CBFb-RUNX1 inh: inhibitors of human CBF-beta and RUNX1 interaction. AlphaScreen CBFb-His/RUNX1-biotin binding, biochemical. Potency, µM (series often up to 59.8 µM), without a hit: at the top dose activity, negative = inhibition, actives largely listed as inhibitors. 230,000 tested, under 10 active; also: % of control where 0% means no effect
Target sequence (Q01196 whole entry, looked up): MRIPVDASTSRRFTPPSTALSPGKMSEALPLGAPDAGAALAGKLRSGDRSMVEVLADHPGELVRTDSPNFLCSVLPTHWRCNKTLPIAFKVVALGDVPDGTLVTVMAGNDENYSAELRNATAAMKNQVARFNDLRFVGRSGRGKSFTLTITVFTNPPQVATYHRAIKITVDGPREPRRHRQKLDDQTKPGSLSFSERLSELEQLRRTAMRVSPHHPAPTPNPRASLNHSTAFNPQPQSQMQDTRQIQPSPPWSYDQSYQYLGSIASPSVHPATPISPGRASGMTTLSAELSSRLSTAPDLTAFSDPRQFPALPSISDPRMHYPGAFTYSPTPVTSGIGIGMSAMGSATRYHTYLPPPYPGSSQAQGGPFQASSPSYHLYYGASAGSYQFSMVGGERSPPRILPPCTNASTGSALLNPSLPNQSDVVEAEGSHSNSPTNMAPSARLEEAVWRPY
Target sequence (Q13951 whole entry, looked up): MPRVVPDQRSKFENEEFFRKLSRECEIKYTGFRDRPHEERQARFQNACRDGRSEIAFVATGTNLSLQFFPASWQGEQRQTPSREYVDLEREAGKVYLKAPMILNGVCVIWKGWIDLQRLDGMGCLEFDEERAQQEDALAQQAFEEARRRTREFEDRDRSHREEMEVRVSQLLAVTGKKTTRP
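CBFb-His/RUNX1-biotin, 30 nM each, preincubated 20 min RT; compound 15 min RT; Ni + streptavidin beads 50 ng each, 90 min RT; AlphaScreen read.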
GAA glycogen mod: alters human alpha-glucosidase cleavage of glycogen | Potency, µM (top dose mostly 76.4 µM), for inactives: at the top dose activity change, negative = inhibition, most hits filed as inhibitors | recombinant GAA, glycogen substrate, Amplex Red glucose oxidase fluorescence | AID 2100 | actives 0.38% (n = 300,000) | P10253;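 also: potency is read from the fitted curve at half-maximal effect; 0% = full enzyme reaction and -100% = no-enzyme basal signal; the screen sought inhibitors and activators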
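Recombinant human alpha-glucosidase (4 nM final) hydrolysed bovine liver glycogen (30 ug) for 40 min at 37 C in pH 5.0 citrate/phosphate with 0.01% Tween-20. Released glucose detected by glucose oxidase/Amplex Red, Ex 573/Em 610 nm. Compounds up to 77 uM; AC50 from Hill fits.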
* marks the source's active call; other numbers are inactive results; ? = inconclusive; . = not tested or not shown; [ ] = another dose, or the depositor's remark. Unless noted, calls follow the shape of the dose curve; as a rule, active = well fitted curve in the direction sought with a large enough effect; inconclusive = small, poorly fitted or top-dose-only effect, or another doubt; inactive = no such curve, though single readings can be large; an effect the other way counts as inactive or inconclusive. Outcome played no part in choosing rows. About 1.5% of those tested had a hit in this group.

SMILES	GAA spleen mod	HttQ103 aggreg	HTT ATP protect	LMNA splice mod	GAA inhib	CBFb-RUNX1 inh	GAA glycogen mod
CCCNC(=O)c1ccc2c(=O)c(O)c(-c3ccc(F)cc3)[nH]c2c1	-10%	-6%[9.22 µM]	-11%[10 µM]	.	.	4%	?
COc1cc(-c2nnc3sc(C4CCCCC4)nn23)cc(OC)c1OC	1%	?	-27%[0.074 µM]	-9%	-5%	0%	0%
Clc1ncc(CSc2ccccc2)s1	-6%	-17%	-27%	.	-6%	9%	9%
COc1ccc(Br)cc1CN(C)CC(=O)Nc1cc([N+](=O)[O-])ccc1OC	-2%	-4%	33%[10 µM]	-1%	-7%	-5%	2%
Cc1ccc(C(=O)C(=O)c2ccc(C)c(N)c2)cc1N	-11%	-11%[9.22 µM]	1%[10 µM]	.	-3%[15.4 µM]	-12%	1%
CC1(C)CC2c3cccc(C(=O)O)c3C(=O)N2c2c1ccc1ccccc21 (centres undefined)	-1%	13%	28%[10 µM]	-5%	-2%	2%	14%
Cc1cccc(-c2ncc(CN3CCN(CCC(C)C)C(CCO)C3)cn2)c1 (centres undefined)	-2%	8%[9.22 µM]	16%[10 µM]	.	.	7%	-1%
CC(NC(=O)c1ccc(C(F)(F)F)cc1)C(c1ccccc1)N1CCOCC1 (centres undefined)	-6%	19%	33%[10 µM]	-24%[46 µM]	-5%	23%	3%
C=CCn1c(CCC(O)CCCCC)n[nH]c1=S (centres undefined)	6%	3%	.	?	1%	2%	-5%
COc1cccc(OC)c1C(=O)Nc1nnc(-c2cccs2)s1	7%	9%[9.22 µM]	10%[10 µM]	2%[46 µM]	-1%	-7%	5%
CC1(C)Cc2cccc(OCC(=O)NCCOc3ccccc3)c2O1	0%	-12%	-20%	11%[46 µM]	5%	-1%	-14%
O=C(CCCN1C(=O)/C(=C/c2ccccc2Cl)SC1=S)NNC(=O)c1ccncc1	-1%	22%[9.22 µM]	16%[10 µM]	.	.	-13%	3%

Ordered by length of the SMILES (descending): ten of the compounds above.
SMILES	GAA spleen mod	HttQ103 aggreg	HTT ATP protect	LMNA splice mod	GAA inhib	CBFb-RUNX1 inh	GAA glycogen mod
O=C(CCCN1C(=O)/C(=C/c2ccccc2Cl)SC1=S)NNC(=O)c1ccncc1	-1%	22%[9.22 µM]	16%[10 µM]	.	.	-13%	3%
COc1ccc(Br)cc1CN(C)CC(=O)Nc1cc([N+](=O)[O-])ccc1OC	-2%	-4%	33%[10 µM]	-1%	-7%	-5%	2%
CC(NC(=O)c1ccc(C(F)(F)F)cc1)C(c1ccccc1)N1CCOCC1 (centres undefined)	-6%	19%	33%[10 µM]	-24%[46 µM]	-5%	23%	3%
Cc1cccc(-c2ncc(CN3CCN(CCC(C)C)C(CCO)C3)cn2)c1 (centres undefined)	-2%	8%[9.22 µM]	16%[10 µM]	.	.	7%	-1%
COc1cc(-c2nnc3sc(C4CCCCC4)nn23)cc(OC)c1OC	1%	?	-27%[0.074 µM]	-9%	-5%	0%	0%
CC1(C)Cc2cccc(OCC(=O)NCCOc3ccccc3)c2O1	0%	-12%	-20%	11%[46 µM]	5%	-1%	-14%
COc1cccc(OC)c1C(=O)Nc1nnc(-c2cccs2)s1	7%	9%[9.22 µM]	10%[10 µM]	2%[46 µM]	-1%	-7%	5%
Cc1ccc(C(=O)C(=O)c2ccc(C)c(N)c2)cc1N	-11%	-11%[9.22 µM]	1%[10 µM]	.	-3%[15.4 µM]	-12%	1%
C=CCn1c(CCC(O)CCCCC)n[nH]c1=S (centres undefined)	6%	3%	.	?	1%	2%	-5%
Clc1ncc(CSc2ccccc2)s1	-6%	-17%	-27%	.	-6%	9%	9%

(next part)
SMILES	GAA spleen mod	HttQ103 aggreg	HTT ATP protect	LMNA splice mod	GAA inhib	CBFb-RUNX1 inh	GAA glycogen mod
C=CCn1c(-c2cc(OC)c(OC)c(OC)c2)n[nH]c1=S	-6%	17%	-24%[10 µM]	13%	-4%	-3%	-21%
CC(C)(C)n1nc2c(c1NC(=O)c1ccc(S(=O)(=O)N3CCCC3)cc1)CS(=O)C2 (centres undefined)	1%	11%[9.22 µM]	11%	-6%	7%	2%	6%
COc1ccccc1C1CCCN1Cc1nc(-c2ccc(C)s2)oc1C (centres undefined)	1%	8%[9.22 µM]	18%[10 µM]	?	1%	-1%	-4%
Cc1csc(NC(=S)Nc2cccc(Cl)c2)n1	-1%	?	.	?	2%	-7%	6%
COc1ccc(CCNc2c(N)n(Cc3ccccc3)c(=O)[nH]c2=O)cc1OC	5%	-11%	4%[4.97 µM]	-3%	1%	-1%	-7%
COc1ccc(C)cc1NC(=O)c1cc2ccccc2cc1OCC(=O)NCc1ccco1	-8%	-11%	-17%	5%	7%	-1%	-11%
NC(=O)Cc1ccc(C(=O)c2ccc(F)cc2)s1	7%	-3%	-26%	.	4%	5%	6%
Cc1cc(C)nc(CCNC(=O)c2cc(COc3ccc(F)cc3F)on2)n1	-2%	0%[9.22 µM]	15%[10 µM]	.	.	7%	4%
Cn1nc(-c2ccc(Cl)cc2)c2cc(C(=O)NCCN3CCOCC3)sc21	8%	?	-26%	-11%	4%	-4%	-1%
c1coc(Cn2c(-c3ccco3)nc3ccccc32)c1	3%	-7%	-12%[10 µM]	1%	-4%	-10%	3%
COc1ccccc1NC(=O)C1=C(C)Nc2nnnn2C1c1ccccc1OC (centres undefined)	2%	14%	0%[0.074 µM]	-4%	-15%	7%	-3%
Cc1ccc(C(=O)N/C(=C\c2cccs2)c2nc3ccccc3[nH]2)cc1	2%	-14%	-10%[10 µM]	-11%	3%	-3%	1%
COc1cccc(/C=C/C(=O)OCC(=O)c2c[nH]c3ccccc23)c1OC	-11%	6%	4%[10 µM]	?	-4%	9%	1%
O=C(CNc1cccc2ccccc12)N/N=C/c1ccccn1	4%	8%[9.22 µM]	0%[10 µM]	.	.	-19%	15%
Cc1ccc(C(=O)N2CCN(Cc3ccc4c(c3)OCO4)CC2)cc1[N+](=O)[O-]	-5%	14%	0%	.	6%	-2%	7%
N=C1Sc2ccccc2C2=NCCCN12	-3%	.	-38%[1.9 µM]	-15%	.	23%	.
CC(OCCN(C)C)C(=O)C12CC3CC(CC(C3)C1)C2 (centres undefined)	-1%	14%[9.22 µM]	-4%[10 µM]	.	.	4%	2%
N#C/C(=C\c1ccc(OC(=O)c2cccs2)cc1)c1nc2ccccc2[nH]1	0%	4%	5%[10 µM]	-9%	-6%	3%	-3%
Cc1ccc(N2C(=O)/C(=C\c3ccc(C(C)C)cc3)N=C2SC2CCOC2=O)cc1 (centres undefined)	3%	21%	19%[10 µM]	-11%	-13%	3%	-2%
CCOC(=O)c1c(NC(C)=O)sc2c(O)cccc12	-3%	-15%	-20%	?	-2%	5%	-23%
O=C(c1ccccc1O)N1N=C(c2ccccc2)CC1(O)C(F)(F)F (centres undefined)	-7%	?	-73%[inhibitor]	.	7%	4%	-13%
COCCCN=C1NN=C(c2cc(C)n(Cc3ccccc3Cl)c2C)CS1	0%	-29%	-13%[10 µM]	.	2%	?	-1%
O=C1CS/C(=N/N=C/c2ccco2)N1Cc1ccc(F)cc1	0%	-7%[9.22 µM]	-15%[10 µM]	.	.	7%	-3%
Cc1sc2ncnc(SCC(=O)c3ccc(Cl)s3)c2c1C	-7%	10%	-15%	25%	-2%	-2%	16%
CCN(CC)S(=O)(=O)c1cccc(C(=O)N/N=C/c2cc(OC)c(O)c(OC)c2)c1	-14%	9%	7%[10 µM]	-12%	-14%	6%	14%
CCn1cc([N+](=O)[O-])nc1C	-2%	-24%	0%[10 µM]	11%	-6%	-3%	11%
COCCn1c(SCC(=O)NNC(=O)Cc2ccccc2)nc2ccccc2c1=O	2%	7%	-17%[10 µM]	?	4%	0%	-6%
CC(C)(C)NC(=O)NC(=O)COC(=O)C1(C)CC1(Cl)Cl (centres undefined)	-6%	17%	5%[10 µM]	-1%[46 µM]	?	3%	7%
OCCN1CCN(Cc2cccc(Oc3ccc(Cl)cc3)c2)CC1	1%	-13%	-1%	?	1%	0%	7%
COc1ccc2[nH]cc(C(=O)CNc3nc(C)cs3)c2c1	2%	1%	-44%[inhibitor]	?	-2%	-13%	-11%
CC1(C)OC(=O)C(=CNc2ccc(F)cc2)C(=O)O1	3%	-1%	-3%[10 µM]	3%	1%	-1%	0%
CCCCn1c(CCC(=O)O)nc2cc(S(=O)(=O)N(C)C)ccc21	0%	31%	.	.	1%	2%	3%
C=CCNC(=O)c1ccc(Sc2ccccc2)c([N+](=O)[O-])c1	-4%	?	-24%	11%	-9%	-8%	0%
Cc1ccc(C(=O)Nc2ccc(O)cc2C(=O)O)cc1	-2%	?	-69%[inhibitor]	1%	-3%	-11%	-12%
COC(=O)CSc1nc(C)c2c(n1)CCCC2	-2%	.	.	10%[46 µM]	6%	1%	-10%
CCNc1ccccc(-c2ccc3ccccc3n2)c1=O	-2%	8%	15%[10 µM]	-8%	-9%	-1%	-5%
Cc1cc(SCNC(=O)c2ccccc2)nc(C(C)C)n1	-3%	-14%	-10%[10 µM]	.	-12%	9%	-23%

Random excerpt: three compounds from above.
SMILES	GAA spleen mod	HttQ103 aggreg	HTT ATP protect	LMNA splice mod	GAA inhib	CBFb-RUNX1 inh	GAA glycogen mod
CCn1cc([N+](=O)[O-])nc1C	-2%	-24%	0%[10 µM]	11%	-6%	-3%	11%
OCCN1CCN(Cc2cccc(Oc3ccc(Cl)cc3)c2)CC1	1%	-13%	-1%	?	1%	0%	7%
Cc1ccc(C(=O)Nc2ccc(O)cc2C(=O)O)cc1	-2%	?	-69%[inhibitor]	1%	-3%	-11%	-12%
